Screening results: PubChem, several laboratories
OX1R antagonist = blocks the human orexin 1 receptor; O43613; CHO/OX1R cells, Fluo-8 calcium fluorescence, orexin A; inhibition, % at 5 µM; 330,000 tested, 0.43% active;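 active = inhibition above its plate's threshold, mean inhibition of all tested compounds on the plate plus 3 SD, cut at about 37% in these data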;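 also: 0% = orexin A challenge wells and 100% = SB-334867-A antagonist wells; not every result past the cut was called active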
Target sequence (O43613 whole entry, looked up): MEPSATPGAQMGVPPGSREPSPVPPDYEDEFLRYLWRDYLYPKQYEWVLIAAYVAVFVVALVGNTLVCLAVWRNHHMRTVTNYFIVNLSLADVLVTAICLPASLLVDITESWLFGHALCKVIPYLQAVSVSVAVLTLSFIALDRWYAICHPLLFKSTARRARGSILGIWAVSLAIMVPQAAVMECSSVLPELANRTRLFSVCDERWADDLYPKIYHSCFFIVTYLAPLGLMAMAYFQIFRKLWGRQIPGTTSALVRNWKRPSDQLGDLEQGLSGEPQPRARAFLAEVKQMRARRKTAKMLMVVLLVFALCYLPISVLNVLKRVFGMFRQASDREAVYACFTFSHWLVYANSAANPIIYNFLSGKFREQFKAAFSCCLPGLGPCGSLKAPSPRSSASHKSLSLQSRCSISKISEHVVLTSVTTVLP
CHT allo act = allosteric activators of human choline transporter CHT. AID 488977. 310,000 tested, 0.49% active. B-score at 10 µM. Q9GZV3. CHT-expressing cells, membrane potential dye, choline EC20; stronger effect = higher value; LV-AA mutant CHT in HEK293 cells;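 active = initial fluorescence not abnormally high and integrated response B-score, plate-corrected, over 3 SD above library mean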
Target sequence (Q9GZV3 whole entry, looked up): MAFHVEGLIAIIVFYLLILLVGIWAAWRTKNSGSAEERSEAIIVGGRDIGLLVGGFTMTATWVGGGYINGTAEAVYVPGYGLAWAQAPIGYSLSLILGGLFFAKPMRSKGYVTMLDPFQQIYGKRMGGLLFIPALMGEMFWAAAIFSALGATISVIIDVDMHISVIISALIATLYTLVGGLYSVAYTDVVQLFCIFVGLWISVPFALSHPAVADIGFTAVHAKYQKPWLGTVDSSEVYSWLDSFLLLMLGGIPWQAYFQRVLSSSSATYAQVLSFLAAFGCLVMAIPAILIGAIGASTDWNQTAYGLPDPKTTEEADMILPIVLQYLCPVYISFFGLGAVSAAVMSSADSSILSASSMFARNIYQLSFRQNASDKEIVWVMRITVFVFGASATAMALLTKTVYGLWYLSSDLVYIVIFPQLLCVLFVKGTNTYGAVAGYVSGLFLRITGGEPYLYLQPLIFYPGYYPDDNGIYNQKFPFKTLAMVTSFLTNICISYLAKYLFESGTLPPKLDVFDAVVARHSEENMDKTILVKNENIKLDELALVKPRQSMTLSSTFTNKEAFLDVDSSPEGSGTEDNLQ
Starred values were filed as active, the others as inactive.

`CCOC(=O)CC(=O)Nc1nnc(C(C)C)s1` gave OX1R antagonist -22 and CHT allo act inactive.
Screening CN(C)c1oc(-c2ccccc2Cl)nc1C#N returned OX1R antagonist -14 and CHT allo act inactive.
Screening CCCCOc1ccc(N(CC(=O)NC2CCCC2)C(=O)CCC(=O)Nc2ccccn2)cc1 returned OX1R antagonist -9 and CHT allo act inactive.
For Cc1cc(OCC(=O)Nc2ccc(S(=O)(=O)NC3=NCCCCC3)cc2)c(C(C)C)cc1Cl the results were OX1R antagonist -37 and CHT allo act inactive.
Screening CCOC(=O)c1c(C=O)c(C)n(Cc2ccccc2Cl)c1C returned OX1R antagonist -23 and CHT allo act inactive.
Screening CCn1ccnc1CN(C)C(=O)c1cc(COc2c(F)cccc2F)on1 returned OX1R antagonist -5 and CHT allo act inactive.
For CCCCCCCC/C=C\CCCCCCCC(=O)NCCc1ccc(O)c(O)c1 the results were OX1R antagonist 16 and CHT allo act inactive.
Screening COC(=O)CCC(=O)Nc1nnc(C(F)(F)F)s1 returned OX1R antagonist -29 and CHT allo act inactive.
CCOC(=O)Nc1cccc(OCC(=O)Nc2ccc(OC)cc2OC)c1 was read as OX1R antagonist -10 and CHT allo act inactive.
Screening O=C(CSc1nnc(-c2ccc(F)cc2)o1)Nc1ccccc1N1CCOCC1 returned OX1R antagonist -13 and CHT allo act inactive.
Cc1ccc(OCC(=O)OC(C)CN(C)Cc2ccccc2)cc1 (centres undefined) was read as OX1R antagonist 3 and CHT allo act inactive.
O=C(C[n+]1cccc(/C=N/O)c1)N(Cc1ccccc1)Cc1ccccc1 was read as OX1R antagonist -6 and CHT allo act inactive.
For COc1ccc(C(=O)NCCc2cnc[nH]2)cc1OC the results were OX1R antagonist 1 and CHT allo act inactive.
For O=C(Cn1cnc2ccccc2c1=O)Nc1ccccc1N1CCOCC1 the results were OX1R antagonist -14 and CHT allo act inactive.
For Cc1ccc(CS(=O)(=O)CC(C)(O)c2ccc(Cl)cc2)cc1 (centres undefined) the results were OX1R antagonist -14 and CHT allo act inactive.
For C=CCOC(=O)C1=C(C)Nc2nnnn2C1c1cc(OC)ccc1OC (centres undefined) the results were OX1R antagonist -17 and CHT allo act inactive.
For CN1C(=O)c2ccccc2C(C(=O)O)C1c1cn(C)c2ccccc12 (centres undefined) the results were OX1R antagonist 2 and CHT allo act inactive.
For O=C1COc2ccc(C(=O)COC(=O)Cc3ccccc3F)cc2N1 the results were OX1R antagonist -14 and CHT allo act inactive.
`NCCCC[C@H](NC(=O)C1CCNCC1)c1nnc(CN)o1` gave OX1R antagonist -17 and CHT allo act inactive.
Screening NNC(=O)c1cc(-c2cccs2)nc2ccccc12 returned OX1R antagonist -12 and CHT allo act inactive.
Screening Cc1ccc(/C(O)=C2\C(=O)C(=O)N(CC(C)O)C2c2ccccn2)cc1 (centres undefined) returned OX1R antagonist 3 and CHT allo act inactive.
Screening O=c1[nH]c(SCc2ccc(Cl)cc2)nc2ccccc12 returned OX1R antagonist -3 and CHT allo act inactive.
O=C(CSc1ccccc1F)Nc1ccc(N2CCOCC2)cc1 was read as OX1R antagonist 16.
`O=C(OCC(=O)N1CCN(S(=O)(=O)c2ccc(Cl)cc2)CC1)C1CC1` gave OX1R antagonist -1.

Taken from the results shown (3 entries):
Screening O=c1[nH]c(SCc2ccc(Cl)cc2)nc2ccccc12 returned OX1R antagonist -3 and CHT allo act inactive.
O=C(CSc1ccccc1F)Nc1ccc(N2CCOCC2)cc1 was read as OX1R antagonist 16.
`O=C(OCC(=O)N1CCN(S(=O)(=O)c2ccc(Cl)cc2)CC1)C1CC1` gave OX1R antagonist -1.

Further structures follow:
For COc1ccc(NS(=O)(=O)c2ccc(O)c(NC(=O)c3ccc(S(=O)(=O)N4CCCC4)cc3)c2)cc1 the results were OX1R antagonist 9 and CHT allo act inactive.
COc1cccc(NC(=O)Nc2cc(C)ccc2F)c1 was read as OX1R antagonist -22 and CHT allo act inactive.
Screening CCOc1ccc(-n2c(SCC(=O)NC3CCS(=O)(=O)C3)nnc2-c2cccnc2)cc1 (centres undefined) returned OX1R antagonist -2 and CHT allo act inactive.
Screening COc1cc(OC)cc(C(=O)OCC(=O)Nc2sccc2C(N)=O)c1 returned OX1R antagonist 9 and CHT allo act inactive.
Screening CCC/C=N/NC(=O)c1ccc(F)cc1 returned OX1R antagonist 0 and CHT allo act inactive.
`CCn1c(=O)c(-c2ccccc2)c(O)c2ccccc21` gave OX1R antagonist -6 and CHT allo act inactive.
Screening O=C(NC1CCCCCCC1)c1ccc(CNc2c(N3CCOCC3)c(=O)c2=O)cc1 returned OX1R antagonist 3 and CHT allo act inactive.
Screening O=C(CN1CCN(c2ccccc2O)CC1)Nc1ccccc1C(=O)NCCc1ccccc1 returned OX1R antagonist -10.
For O=C(Cc1ccc(F)cc1)N1CCC(N2CCC(C(=O)N3CCOCC3)CC2)CC1 the results were OX1R antagonist -10 and CHT allo act inactive.
`CCOc1ccc(S(=O)(=O)N2CCCCC2)cc1NC(=O)Cc1ccccc1` gave OX1R antagonist -31.
Screening O=c1[nH]c(NCCO)nnc1Cc1ccccc1 returned OX1R antagonist 14 and CHT allo act inactive.
For CCOC(=O)c1c(O)c2cccc3c2n(c1=O)CC3 the results were OX1R antagonist -18 and CHT allo act inactive.

Fetched by structure from the list above (4):
Screening CCC/C=N/NC(=O)c1ccc(F)cc1 returned OX1R antagonist 0 and CHT allo act inactive.
`CCOc1ccc(S(=O)(=O)N2CCCCC2)cc1NC(=O)Cc1ccccc1` gave OX1R antagonist -31.
Screening O=c1[nH]c(NCCO)nnc1Cc1ccccc1 returned OX1R antagonist 14 and CHT allo act inactive.
For CCOC(=O)c1c(O)c2cccc3c2n(c1=O)CC3 the results were OX1R antagonist -18 and CHT allo act inactive.

(continued)
Screening CCCC(=O)NCc1cc(-c2nn(C)c(=O)c3ccccc23)ccc1C returned OX1R antagonist -31 and CHT allo act inactive.
For CN(C)CC(O)COc1ccc(C(C)(C)c2ccc(OCC(O)CN(C)C)cc2)cc1 (centres undefined) the results were OX1R antagonist -25 and CHT allo act inactive.
Screening O=C(CNC(=O)c1cccs1)NCC(=O)OCc1ccc(F)cc1 returned OX1R antagonist -11 and CHT allo act inactive.
`CCc1nc2c(c(=O)c3ccccc3n2C)c(=O)n1-c1ccc(F)cc1` gave OX1R antagonist -28 and CHT allo act inactive.
`Cc1ccc(C(=O)Oc2ccc3ccc(=O)oc3c2)cc1` gave OX1R antagonist -12 and CHT allo act inactive.
Cc1cccc(NC(=O)N(C)Cc2cccs2)c1 was read as OX1R antagonist -11 and CHT allo act inactive.
For COc1ccc(N2CCN(C(=O)CCc3nc(-c4ccc(C)cc4)no3)CC2)cc1 the results were OX1R antagonist -52 and CHT allo act inactive.
`O=C1NC[C@@H](Cc2cccc3ccccc23)N(CC2CCCCC2)C1=O` gave OX1R antagonist -30 and CHT allo act inactive.
For COc1cc2c(cc1NC(=O)COC(=O)/C=C/c1ccc([N+](=O)[O-])cc1)oc1ccccc12 the results were OX1R antagonist 1 and CHT allo act inactive.
Screening COc1ccc(-n2c(=S)[nH]c3cc(C(=O)NCCCN4CCCC4=O)ccc3c2=O)c(OC)c1 returned OX1R antagonist -6 and CHT allo act inactive.
Screening Cc1cc(C)c(C#N)c(SCCS(=O)(=O)Cc2ccccc2)n1 returned OX1R antagonist -2 and CHT allo act inactive.
`Cc1nc(-c2cccc(S(=O)(=O)N3CC(C)CC(C)C3)c2)cs1` (centres undefined) gave OX1R antagonist -27 and CHT allo act inactive.
Screening CNC(=S)N1CCN(c2cccc(OC)c2)CC1 returned OX1R antagonist -11 and CHT allo act inactive.
Screening CCSc1nc(O)c(C2OC(=O)c3c2ccc(OC)c3OC)c(=O)n1-c1ccccc1 (centres undefined) returned OX1R antagonist -36 and CHT allo act inactive.
`NC(N)=NCCCC(NC(=O)c1ccccc1)C(=O)Nc1ccc2ccccc2c1` (centres undefined) gave OX1R antagonist -11 and CHT allo act inactive.
Screening COc1ccc(C(=O)NCCNC(=O)c2cnccn2)cc1 returned OX1R antagonist 5 and CHT allo act inactive.
Screening CC1CCC2(CC1)NC(=O)N(CC(=O)NC(=O)NC1CCCC1)C2=O (centres undefined) returned OX1R antagonist -23 and CHT allo act inactive.
Screening O=C(c1ccco1)c1cn(CC(=O)N2CCCCCC2)c2ccccc12 returned OX1R antagonist -27 and CHT allo act inactive.
For COc1ccc(N=C2SC(C(=O)O)CC(=O)N2Cc2ccc(OC)c(OC)c2)cc1 (centres undefined) the results were OX1R antagonist -16 and CHT allo act inactive.
CCC(=NC)C1=C(O)CC(c2ccccc2)CC1=O (centres undefined) was read as OX1R antagonist -20 and CHT allo act inactive.
COc1ccc2oc(=O)cc(-c3cc4ccccc4o3)c2c1 was read as OX1R antagonist -35 and CHT allo act inactive.
Screening COCCn1c(N)c(NCc2ccccc2)c(=O)n(CC(=O)Nc2cc(C)ccc2C)c1=O returned OX1R antagonist -20 and CHT allo act inactive.
Screening COCCN(Cc1cn[nH]c1-c1ccc2cc(OC)ccc2c1)C(C)C returned CHT allo act inactive.
`COc1ccc(CCNC(=O)c2cccc3c2C(=O)N(C2CCCCC2)C3)cc1OC` gave OX1R antagonist -29 and CHT allo act inactive.
For Cc1cccc(OC(C)C(=O)N/N=C\c2ccncc2)c1 (centres undefined) the results were OX1R antagonist -5 and CHT allo act inactive.
CCOC(=O)c1c(NC(=O)C2CCN(S(=O)(=O)c3ccc(Cl)cc3)CC2)sc2c1CCCC2 was read as OX1R antagonist -7 and CHT allo act inactive.
`COc1ccc2c(C)cc(SCC(=O)N3CCOCC3)nc2c1` gave OX1R antagonist -8 and CHT allo act inactive.
`COc1ccc(/C=N/OCC(=O)N(Cc2ccccc2)c2ccccc2C(=O)O)cc1` gave OX1R antagonist -34 and CHT allo act inactive.
CCC(=O)NC(=S)Nc1cccc(NC(=O)c2ccccc2)c1 was read as OX1R antagonist -30 and CHT allo act inactive.
Screening Nc1cc(-c2ccc(Cl)cc2)nn1-c1ccccc1 returned OX1R antagonist -11 and CHT allo act inactive.
CC(=O)Nc1ccc(S(=O)(=O)NCC(=O)NCCc2ccc(S(N)(=O)=O)cc2)cc1 was read as OX1R antagonist -1 and CHT allo act inactive.
For Cc1ccc(Nc2nnc(SC(C)C(=O)NCC3CCCO3)s2)cc1C (centres undefined) the results were OX1R antagonist -35 and CHT allo act inactive.
For CC(=O)N1CCN(S(=O)(=O)c2ccc(S(=O)(=O)NCC(C)C)cc2)CC1 the results were OX1R antagonist -13 and CHT allo act inactive.
O=C(C1CCN(Cc2ccc(OCc3ccccc3)cc2)CC1)N1CCCC1 was read as OX1R antagonist -14 and CHT allo act inactive.
`CC(=O)c1ccc(OCc2cc(C(=O)N3CC[C@@H]4CCCC[C@H]4C3)no2)cc1` gave OX1R antagonist -21 and CHT allo act inactive.
O=C(COC(=O)CSc1ccccc1)Nc1ccc(F)cc1F was read as OX1R antagonist -1.
`CC(C)N(C(=NCc1ccccc1)NC(=O)c1ccccc1)C(C)C` gave OX1R antagonist -9 and CHT allo act inactive.
O=C(CSc1ccccn1)Nc1nc2ccc(Br)cc2s1 was read as OX1R antagonist -15 and CHT allo act inactive.
Cc1ccc(C(=O)NNC(=S)NC(=O)c2ccco2)cc1 was read as OX1R antagonist 64* and CHT allo act inactive.
`O=C(CCCN1C(=O)/C(=C\c2ccccc2)SC1=S)Nc1cccc(C(=O)O)c1` gave OX1R antagonist 14 and CHT allo act inactive.
COC(=O)CSc1nnc2cc(C)c3ccccc3n12 was read as OX1R antagonist -2 and CHT allo act inactive.
`CN(C(=O)COC(=O)/C=C/c1ccc(S(=O)(=O)N2CCc3ccccc32)cc1)C1CCS(=O)(=O)C1` (centres undefined) gave OX1R antagonist -26 and CHT allo act inactive.
CCCCCc1nnc(NC(=O)C2COc3ccccc3O2)s1 (centres undefined) was read as OX1R antagonist -31 and CHT allo act inactive.
COc1cccc(NC(=O)CN(C)C(=O)CCNS(=O)(=O)c2ccc(C)cc2)c1 was read as OX1R antagonist -18.
COc1ccc(C)cc1NC(=O)c1ccc2c(O)c(S(=O)(=O)c3ccccc3)c(=O)[nH]c2c1 was read as OX1R antagonist -10 and CHT allo act inactive.
For O=[N+]([O-])c1ccccc1-c1nc(-c2ccc(Br)o2)no1 the results were OX1R antagonist -19 and CHT allo act inactive.
Screening O=C(O)c1ccc(Cl)c2c1C1C=CCC1C(c1ccccn1)N2 (centres undefined) returned OX1R antagonist -3 and CHT allo act inactive.
CCN(CC(=O)Nc1ccc(OC)cc1)C(=O)CSCC(=O)Nc1cc(C)on1 was read as OX1R antagonist -13.
For COc1ccc(C(=O)NCCc2nnc3ccc(SCC(=O)NCc4ccc(F)cc4)nn23)cc1 the results were OX1R antagonist -12 and CHT allo act inactive.
CCOC(=O)Cc1csc(NC(=O)c2ccc(Cl)s2)n1 was read as OX1R antagonist -12 and CHT allo act inactive.
`O=C(CCCc1nc2ccccc2s1)NCc1ccccc1` gave OX1R antagonist -7 and CHT allo act inactive.
COc1ccc(OCCCC(=O)N2CCCc3ccccc32)cc1 was read as OX1R antagonist -19 and CHT allo act inactive.
For COc1ccc(CCNc2oc(COc3ccc(F)cc3)nc2C#N)cc1 the results were OX1R antagonist 4 and CHT allo act inactive.
Screening COc1ccc(OCc2cccc(C(=O)N3CCCC3)c2)cc1 returned OX1R antagonist -20 and CHT allo act inactive.
Screening Cc1c(C(=O)N(Cc2ccc(F)cc2)C2CCS(=O)(=O)C2)oc2ccccc12 (centres undefined) returned OX1R antagonist -7 and CHT allo act inactive.
Nc1n[nH]c(-c2ccccc2)c1-c1ccccc1 was read as OX1R antagonist -3 and CHT allo act inactive.
For CCOc1ccccc1NC(=O)c1ccc(NC(=O)C2CCCO2)cc1 (centres undefined) the results were OX1R antagonist 3 and CHT allo act inactive.
